TcdB inh: TcdB glycohydrolase inhibitors, primary screen, biochemical, single point, plate reader; Toxin B (Clostridioides difficile), P18177; TcdB glycohydrolase enzymatic assay; inhibition, % at 9.99 µM; 350,000 tested, 0.24% active; AID 652162, 2013; in the data active = inhibition above about 10%
Target sequence (P18177 whole entry, looked up): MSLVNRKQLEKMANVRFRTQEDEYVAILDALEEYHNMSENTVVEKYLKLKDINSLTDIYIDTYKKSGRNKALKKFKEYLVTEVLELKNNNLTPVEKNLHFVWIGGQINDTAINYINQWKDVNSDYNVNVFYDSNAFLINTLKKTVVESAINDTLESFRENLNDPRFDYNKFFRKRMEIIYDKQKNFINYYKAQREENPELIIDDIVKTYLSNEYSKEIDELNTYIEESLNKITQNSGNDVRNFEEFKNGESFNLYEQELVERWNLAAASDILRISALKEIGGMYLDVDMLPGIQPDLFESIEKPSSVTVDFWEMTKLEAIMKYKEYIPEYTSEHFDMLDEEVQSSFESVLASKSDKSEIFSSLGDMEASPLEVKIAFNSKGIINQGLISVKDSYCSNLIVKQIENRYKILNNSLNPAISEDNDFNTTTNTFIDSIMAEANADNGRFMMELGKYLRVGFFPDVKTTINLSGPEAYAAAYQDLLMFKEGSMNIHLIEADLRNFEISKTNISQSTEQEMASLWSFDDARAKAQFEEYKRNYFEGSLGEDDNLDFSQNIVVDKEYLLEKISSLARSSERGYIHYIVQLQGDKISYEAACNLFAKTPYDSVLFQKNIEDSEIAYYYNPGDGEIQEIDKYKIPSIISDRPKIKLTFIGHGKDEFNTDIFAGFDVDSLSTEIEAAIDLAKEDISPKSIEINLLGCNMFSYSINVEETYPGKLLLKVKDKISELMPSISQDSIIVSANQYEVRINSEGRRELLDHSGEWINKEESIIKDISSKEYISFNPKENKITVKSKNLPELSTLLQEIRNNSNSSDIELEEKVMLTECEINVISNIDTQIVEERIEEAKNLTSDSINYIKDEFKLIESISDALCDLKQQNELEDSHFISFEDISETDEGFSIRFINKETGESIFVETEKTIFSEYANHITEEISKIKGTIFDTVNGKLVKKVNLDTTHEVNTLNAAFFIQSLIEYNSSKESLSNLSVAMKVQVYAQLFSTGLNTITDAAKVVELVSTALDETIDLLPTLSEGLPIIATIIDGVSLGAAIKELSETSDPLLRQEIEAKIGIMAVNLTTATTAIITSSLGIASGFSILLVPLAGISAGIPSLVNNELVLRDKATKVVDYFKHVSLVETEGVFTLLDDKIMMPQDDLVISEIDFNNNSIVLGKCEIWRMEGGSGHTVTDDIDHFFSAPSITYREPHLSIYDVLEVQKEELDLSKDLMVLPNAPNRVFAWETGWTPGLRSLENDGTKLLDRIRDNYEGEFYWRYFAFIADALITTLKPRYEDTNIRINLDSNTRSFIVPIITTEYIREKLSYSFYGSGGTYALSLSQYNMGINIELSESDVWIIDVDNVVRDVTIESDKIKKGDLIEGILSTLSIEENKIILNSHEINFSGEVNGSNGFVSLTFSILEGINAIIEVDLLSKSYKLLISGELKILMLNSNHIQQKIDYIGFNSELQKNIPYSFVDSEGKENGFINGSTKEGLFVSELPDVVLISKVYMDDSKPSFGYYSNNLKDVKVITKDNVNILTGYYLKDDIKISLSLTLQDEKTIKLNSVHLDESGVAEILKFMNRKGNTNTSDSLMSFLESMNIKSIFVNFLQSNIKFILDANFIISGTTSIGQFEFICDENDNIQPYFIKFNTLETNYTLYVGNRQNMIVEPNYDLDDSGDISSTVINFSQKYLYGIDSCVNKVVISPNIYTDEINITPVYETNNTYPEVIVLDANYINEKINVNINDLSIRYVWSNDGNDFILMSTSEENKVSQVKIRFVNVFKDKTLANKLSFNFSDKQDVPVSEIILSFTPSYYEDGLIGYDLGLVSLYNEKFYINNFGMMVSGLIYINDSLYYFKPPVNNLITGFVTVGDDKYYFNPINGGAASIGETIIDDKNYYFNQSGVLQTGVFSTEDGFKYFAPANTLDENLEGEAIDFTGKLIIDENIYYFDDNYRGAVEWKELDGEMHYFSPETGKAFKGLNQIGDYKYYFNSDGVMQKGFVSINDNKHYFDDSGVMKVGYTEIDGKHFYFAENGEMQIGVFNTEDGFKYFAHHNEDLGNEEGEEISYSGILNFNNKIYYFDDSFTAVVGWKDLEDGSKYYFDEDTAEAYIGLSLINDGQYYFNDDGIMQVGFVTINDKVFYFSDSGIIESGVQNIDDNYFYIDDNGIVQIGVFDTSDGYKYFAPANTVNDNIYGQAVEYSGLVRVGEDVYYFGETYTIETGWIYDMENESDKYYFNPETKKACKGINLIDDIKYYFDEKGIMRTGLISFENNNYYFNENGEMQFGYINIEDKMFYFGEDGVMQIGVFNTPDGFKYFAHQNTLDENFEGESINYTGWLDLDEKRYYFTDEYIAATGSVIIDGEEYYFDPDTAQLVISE
CCHFV vOTU inh: CCHFV vOTU protease inhibitors, primary screen, biochemical, Pep-AMC substrate, fluorescence | AID 651958, 2012 | Crimean-Congo hemorrhagic fever virus L polyprotein viral ovarian tumor (vOTU) protease … | 370,000 tested, 0.55% active | inhibition, % at 11.5 µM; in the data active = inhibition above about 30%; note: 0% = vehicle wells with enzyme and 100% = no enzyme wells
PrPC TRFRET: inhibitors of human cell surface prion protein PrPC, primary screen, cell-based, TR-FRET. TR-FRET read-out. inhibition, % at 13.8 µM. 370,000 tested, 0.43% active; in the data active = inhibition above about 24%; note: 0% = median of the test wells and 100% = reference compound wells
An asterisk follows results filed as active; & = joins results of further samples. Not all compounds are listed; rates above refer to the full screens.

Start of the listing, in advance:
SMILES	TcdB inh	CCHFV vOTU inh	PrPC TRFRET
Nc1[nH]c(C(=O)c2ccccc2)c(-c2ccc3ccccc3c2)c1C(=O)NCc1ccc(-c2ccccc2)cc1	1.5	4	-2
CCOc1ccc(CCN2C(=O)C(=O)N([C@@H](Cc3ccccc3)CN3CCC[C@H]3CN3C(=O)C(=O)NC[C@@H]3CC(C)C)C[C@@H]2Cc2ccc(O)cc2)cc1	-0.4	16	4
CN(C)CCN1CCN(C2CN(Cc3cn(Cc4ccccc4)nn3)S(=O)(=O)C2)CC1 (stereo unspecified)	-0.1	4	-3
C#CCN1C(=O)[C@]2(OCCC=C[C@H]2C)c2ccccc21	1.9	-4	7
CC1(C)OC(=O)C2=C(C[C@@H](C3CCCC3)O[C@@H]2c2ccc(Cl)cc2)O1	-0.5	13	12
COC(=O)CCN(Cc1cccc(OC)c1OC)S(=O)(=O)c1ccccc1Br	-0.3	9	3
CCOC(=O)C1=CCN(S(=O)(=O)c2cccc(Cl)c2)C1c1ccc(F)cc1 (stereo unspecified)	0.8	4	-1
O=C(NC1CCCCC1)C(c1cccc2ccccc12)n1c(=O)c(-c2cc3ccccc3[nH]2)nc2ccccc21 (stereo unspecified)	0.4	-6	5
O=C1NC(Cc2ccccc2)c2nc3cc(F)ccc3c(=O)n2-c2ccc(Cl)cc21 (stereo unspecified)	1.1	-4	6
CCCCC[C@H](C)N1C[C@@H](COCc2ccccc2)Oc2cc(N3CCC[C@@H]3CO)ccc2S1(=O)=O	0.4	-5	-12
O=C(Nc1ccc2c(c1)OCCO2)C(C1CC1)n1c(=O)c(-c2ccco2)nc2ccccc21 (stereo unspecified)	0.4	-8	-10
Nc1ccccc1C(=O)NN=Cc1cccc([N+](=O)[O-])c1	-2.8	3	-18
CC(C)=CC(=O)NCC1CCN(C(=O)C(=O)c2cc3ccccc3o2)CC1	0.9	0	-9
CCOc1ccc(CCN2C(=O)C(=O)N([C@@H](Cc3ccccc3)CN3CCC[C@H]3CN3C(=O)C(=O)NC[C@@H]3Cc3ccccc3)C[C@@H]2Cc2ccc(O)cc2)cc1	1.6	12	6

All compounds of this part, from the start:
SMILES	TcdB inh	CCHFV vOTU inh	PrPC TRFRET
Nc1[nH]c(C(=O)c2ccccc2)c(-c2ccc3ccccc3c2)c1C(=O)NCc1ccc(-c2ccccc2)cc1	1.5	4	-2
CCOc1ccc(CCN2C(=O)C(=O)N([C@@H](Cc3ccccc3)CN3CCC[C@H]3CN3C(=O)C(=O)NC[C@@H]3CC(C)C)C[C@@H]2Cc2ccc(O)cc2)cc1	-0.4	16	4
CN(C)CCN1CCN(C2CN(Cc3cn(Cc4ccccc4)nn3)S(=O)(=O)C2)CC1 (stereo unspecified)	-0.1	4	-3
C#CCN1C(=O)[C@]2(OCCC=C[C@H]2C)c2ccccc21	1.9	-4	7
CC1(C)OC(=O)C2=C(C[C@@H](C3CCCC3)O[C@@H]2c2ccc(Cl)cc2)O1	-0.5	13	12
COC(=O)CCN(Cc1cccc(OC)c1OC)S(=O)(=O)c1ccccc1Br	-0.3	9	3
CCOC(=O)C1=CCN(S(=O)(=O)c2cccc(Cl)c2)C1c1ccc(F)cc1 (stereo unspecified)	0.8	4	-1
O=C(NC1CCCCC1)C(c1cccc2ccccc12)n1c(=O)c(-c2cc3ccccc3[nH]2)nc2ccccc21 (stereo unspecified)	0.4	-6	5
O=C1NC(Cc2ccccc2)c2nc3cc(F)ccc3c(=O)n2-c2ccc(Cl)cc21 (stereo unspecified)	1.1	-4	6
CCCCC[C@H](C)N1C[C@@H](COCc2ccccc2)Oc2cc(N3CCC[C@@H]3CO)ccc2S1(=O)=O	0.4	-5	-12
O=C(Nc1ccc2c(c1)OCCO2)C(C1CC1)n1c(=O)c(-c2ccco2)nc2ccccc21 (stereo unspecified)	0.4	-8	-10
Nc1ccccc1C(=O)NN=Cc1cccc([N+](=O)[O-])c1	-2.8	3	-18
CC(C)=CC(=O)NCC1CCN(C(=O)C(=O)c2cc3ccccc3o2)CC1	0.9	0	-9
CCOc1ccc(CCN2C(=O)C(=O)N([C@@H](Cc3ccccc3)CN3CCC[C@H]3CN3C(=O)C(=O)NC[C@@H]3Cc3ccccc3)C[C@@H]2Cc2ccc(O)cc2)cc1	1.6	12	6
O=C(Cc1ccccc1)N1O[C@H]2C=C[C@@H]1C2	1.4	-9	-3
Cc1cc(Br)cn2c(Cc3ccccc3)c(-c3ccccc3)nc12	-1.9	15	14
CS(=O)(=O)N[C@@H]1C[C@@H]2O[C@H](CO)CC[C@@H]2O[C@@H]1CCc1ccc(-c2ccccc2F)cc1	-0.4	4	5
CSCCC(c1nnnn1C(C)(C)C)N1CCC(n2c(=O)[nH]c3ccccc32)CC1 (stereo unspecified)	1.1	4	-7
Cc1ccc(-c2nc3ccccc3n2C(C)C(=O)NC(C)(C)C)cc1 (stereo unspecified)	1.3	-6	0
C=CCN=C1NC(c2cccc(Cl)c2)C(C(=O)OC)=C(C)N1C (stereo unspecified)	-0.3	1	-10
CC1CCCN(c2cccc3c2S(=O)(=O)N([C@H](C)c2ccccc2)C[C@@H](COCc2ccccc2)O3)C1 (stereo partly specified)	1.7	3	8
COc1ccc(-n2nnnc2C(CCc2ccccc2)N2CCN(C/C=C/c3ccccc3)CC2)cc1 (stereo unspecified)	1.2	7	-1
CN(CCc1ccccc1)C(C(=O)c1ccc2c(c1)OCO2)c1nnnn1-c1ccccc1NC(=O)OC(C)(C)C (stereo unspecified)	0.3	19	-11
Cc1ccccc1-c1cc2c(c3c1ccn3C)C1CCC2C1 (stereo unspecified)	0.8	-9	-4
CCOC1=C2CN(S(=O)(=O)c3ccc(C)cc3)[C@H](c3cccc4ccccc34)C[C@H]2[C@H]2C(=O)N(c3ccccc3)C(=O)[C@H]2C1	1.8	-7	1
CCOc1ccc(CCN2C(=S)N([C@@H](Cc3ccc(O)cc3)CN3CCC[C@@H]3CN3C(=S)NC[C@@H]3Cc3ccccc3)C[C@@H]2CC(C)C)cc1	0.6	25	-3
CC1(C(=O)NCc2ccccc2)CSCC(=O)N1Cc1ccco1 (stereo unspecified)	-0.4	4	6
CCCc1nc2cc(C)c(Br)c(C)n2c1Cc1ccccc1OC	0.2	7	5
C[C@@H]1CN(C(=O)OC(C)(C)C)CCN1c1ccc(N2CC[C@H](O)C2)c(C#N)c1	-105	48*	9
O=C(CCc1c[nH]c2ccccc12)Nc1ccc(Nc2ccncc2)cc1	-0.2	1	-12
O=C1CCCCC1CCS(=O)(=O)NCc1ccccc1 (stereo unspecified)	1.7	-1	2
O=C1COc2ccccc2C(c2nc3ccccc3[nH]2)N1C1CC1 (stereo unspecified)	0.2	-4	-1
Cc1cccc2sc(=S)[nH]c12	2.9	4	-3
CCOC(=O)[C@]12CCCC=C1N(Cc1ccc(Cl)cc1Cl)C(=O)[C@H](CC(=O)NCCCOC)C2	-2.1	5	12
CCCCCCCCN1C(=O)[C@H](CC(=O)NCCC(C)C)C[C@@]2(C(=O)OCC)CCC=C12	0.8	20	15
CCCc1nc2ccc(Cl)cn2c1Cc1ccsc1	1.8	5	4
COC(=O)c1cc2c(c3c4cc(OC)ccc4n(S(=O)(=O)c4ccccc4)c13)C(=O)N(Cc1ccc(C(F)(F)F)cc1)C2	0.6	-3	-2
C[C@H](O)[C@@H]1CN2CCc3c([nH]c4c(-c5ccccc5)cccc34)[C@@H]2C[C@@H]1N(C)C(=O)Nc1ccccc1	2.2	5	-17
Nc1[nH]c(C(=O)c2ccccc2)c(-c2ccc(Br)cc2)c1C(=O)NC1CCCCC1	0.9	-8	0
FC(F)(F)c1ccccc1Cc1c(-c2ccccc2)nc2c3ccccc3ccn12	-0.5	12	8
COCC1CN(CCc2ccc(F)cc2)S(=O)(=O)c2c(F)cccc2O1 (stereo unspecified)	0.2	-1	-4
COC(=O)c1sccc1-n1cc2c(c1-c1ccccc1)c(=O)n(C)c(=O)n2C	-0.7	-2	-8
CC(=O)C1=CCC(c2ccco2)N(S(=O)(=O)c2ccc(C)cc2)C1 (stereo unspecified)	-0.1	-1	9
O=C(CC1CCCC1)N[C@H](C(=O)N1CCC[C@H]1C(=O)NCc1ccccc1)c1ccccc1	-0.2	-11	-2
CC1(c2nnnn2-c2ccc3c(c2)OCCO3)CCC(=O)N1CC1CCCCC1 (stereo unspecified)	-0.1	-6	-4
CCOC(=O)[C@]12CCC=C1N(Cc1ccccc1)C(=O)[C@H](CC(=O)N1CCCC1)C2	0.1	9	7
Oc1ccc2c3c1O[C@H]1c4[nH]c5c(c4CC4(O)C(C2)N(CC2CC2)CCC314)CC1(O)[C@H]2Cc3ccc(O)c4c3[C@@]1(CCN2CC1CC1)C5O4 (stereo partly specified)	0.9	6	3
N#Cc1ccc(NC(=S)/N=C(\N)c2ccccc2)cc1	1.2	12	14
COc1ccc2[nH]cc(CCNC(=O)/C=C/[C@H]3O[C@@H](n4cc(C)c(=O)[nH]c4=O)C[C@@H]3O)c2c1	0.9	-6	16
C[C@@H](c1ccccc1)N1C[C@H](COCc2ccccc2)Oc2cc(N3CCC[C@H]3CO)ccc2S1(=O)=O	-0.1	4	14
Clc1cccc2c1C1CC2CCN1Cc1ccccc1 (stereo unspecified)	0.2	-1	0
CCCN(CCC)Cc1cc(=O)oc2cc(OC)ccc12	1.1	-27	-7
COCCN1C(=O)CSCC1(C)C(=O)Nc1c(C)cccc1C (stereo unspecified)	0.5	1	-3
CCCCC[C@@H]1CCCCC[C@@H](O)C[C@@H](O)[C@H](O)/C=C/C(=O)O1	1.3	0	4
O=C(C[C@@H]1C=C[C@H](NC(=O)Cc2ccccn2)[C@@H](CO)O1)NCCc1ccccc1	-1.5	-5	-4
COC(=O)N1CCC2CC1c1c(Cl)cccc12 (stereo unspecified)	0.1	3	-9
CC(C)C[C@H]1CN([C@@H](CC(C)C)CN2CCCC2CN2C(=S)NC[C@@H]2Cc2ccccc2)C(=S)N1CCc1ccccc1 (stereo partly specified)	2.4	10	-6
COC[C@H]1CCCN1[C@@H]1CS(=O)(=O)N[C@H]1COCc1ccccc1	0.8	-9	-3
Cc1ccccc1CN1CC2=C(CCN(Cc3ccccc3)C2=O)N2CCN=C12	0.4	4	-1
C[C@@H]1COc2cc(N3CCSCC3)ccc2S(=O)(=O)N1	0.4	2	-2

Carrying on:
SMILES	TcdB inh	CCHFV vOTU inh	PrPC TRFRET
NC(=O)[C@@H]1CCCN1C(=O)[C@@H](Cc1ccccc1)NC(=O)[C@H]1O[C@@H](n2ccc(=O)[nH]c2=O)[C@H](O)[C@@H]1O	1.0	7	-2
COC(=O)C1=C(C)N(C)C(=NCc2ccc(OC)cc2)NC1c1cccc(C(F)(F)F)c1 (stereo unspecified)	-0.1	4	4
Cc1[nH]nc2c1C(c1ccc(F)cc1)N(Cc1ccccc1)C2=O (stereo unspecified)	0.7	-3	-3
O=C(C(=O)N1CCN(C(=O)Cc2ccccc2)CC1)c1cccc(C(F)(F)F)c1	0.8	-6	0
Cc1ccc2nc(-c3ccc(F)cc3)c(Cc3cccc(F)c3)n2c1	0.3	-2	2
O=c1[nH]c2ccccc2nc1-c1nnnn1Cc1ccccc1	-0.2	-21	-13
c1ccc(Cc2cnc(N3CCNCC3)nc2)cc1	1.3	3	-3
CC(C)(C)OC(=O)N1CCC2CCN(S(=O)(=O)c3ccccc3)CC21 (stereo unspecified)	1.6	16	-6
CCOC(=O)[C@]12CCC=C1N(Cc1cccc3ccccc13)C(=O)[C@H](CC(=O)NCCCCc1ccccc1)C2	-1.4	11	-1
CCOC(=O)C1=C(C)N(CCCC(=O)O)C(=O)NC1c1ccc(C(F)(F)F)cc1 (stereo unspecified)	0.9	1	4
O=C(O)CC1CC(O)CCC1=O (stereo unspecified)	-0.5	9	-6
C=CCN1C=C(C(=O)OCC)C(=O)CC1	2.4	-3	0
CCOC(=O)C1=CCN(S(=O)(=O)c2ccc(Br)cc2)C1c1cccc(Br)c1 (stereo unspecified)	0.1	0	1
Cc1ccc(-c2nc3ccccc3n2C(C(=O)NC(C)(C)C)C2CC2)cc1 (stereo unspecified)	0.8	5	-1
CC(C)C[C@@H](CN1CCCC1CN1C(=S)NC[C@@H]1Cc1ccccc1)N1C[C@H](Cc2ccccc2)N(CCc2ccccc2)C1=S (stereo partly specified)	1.3	13	-2
Nc1[nH]c(C(=O)c2ccccc2)c(-c2ccc(Br)cc2)c1C(=O)NCCc1c[nH]c2ccccc12	-0.2	-9	1
C[C@@H]1CN([C@@H](C)CO)C(=O)CCCn2cc(nn2)CO[C@H]1CN(C)C(=O)NC1CCCCC1	-1.5&0.9&0.4	-3	-4
COc1ccc(N2CCN(C3C(=O)Nc4ccccc4-n4nnnc43)CC2)cc1 (stereo unspecified)	3.9	4	-1
COC(=O)[C@@]12C[C@@H](CC(=O)N3CCCCC3)C(=O)N(Cc3ccccc3)C1=CCC(C)(C)C2	2.0	17	10
O=C(OC1CC2CC1[C@H]1CCCCN1C2=O)N1CCN(C(=O)c2ccccc2)CC1 (stereo partly specified)	2.3	-8	1
COc1cccc(C2=Cc3ccc(F)cc3C(CC(C)=O)N2c2ccc(-c3cc(OC)c(OC)c(OC)c3)cc2)c1 (stereo unspecified)	1.4	28	-12
CCOC(=O)c1cc2cc(OC)ccc2n1C1CCN(Cc2ccccc2)CC1	1.0	3	-1
Cc1ccc(C)c(NCCCCCCCC(=O)O)c1	-1.4	1	-1
COc1ccc(C(=O)C(=O)N2CCN(C(=O)c3cc(C(F)(F)F)cc(C(F)(F)F)c3)CC2)cc1OC	1.5	26	2

Bioassay records: PubChem BioAssay, several laboratories
